# CBFb RUNX1 block: qHTS Assay for Compounds Blocking the Interaction Between CBF-beta and RUNX1 for the Treatment of Acute Myeloid Leukemia. AlphaScreen CBFb-His/RUNX1-biotin binding, biochemical. Potency, µM (doses to about 59.8 µM), inactives show top-dose activity, negative = inhibition, hits mostly inhibitors. 230,000 tested, under 10 active. Runt-related transcription factor 1 (Homo sapiens) + Core-binding factor subunit beta …; note: % of control where 0% means no effect
# Target sequence (Q01196 whole entry, looked up): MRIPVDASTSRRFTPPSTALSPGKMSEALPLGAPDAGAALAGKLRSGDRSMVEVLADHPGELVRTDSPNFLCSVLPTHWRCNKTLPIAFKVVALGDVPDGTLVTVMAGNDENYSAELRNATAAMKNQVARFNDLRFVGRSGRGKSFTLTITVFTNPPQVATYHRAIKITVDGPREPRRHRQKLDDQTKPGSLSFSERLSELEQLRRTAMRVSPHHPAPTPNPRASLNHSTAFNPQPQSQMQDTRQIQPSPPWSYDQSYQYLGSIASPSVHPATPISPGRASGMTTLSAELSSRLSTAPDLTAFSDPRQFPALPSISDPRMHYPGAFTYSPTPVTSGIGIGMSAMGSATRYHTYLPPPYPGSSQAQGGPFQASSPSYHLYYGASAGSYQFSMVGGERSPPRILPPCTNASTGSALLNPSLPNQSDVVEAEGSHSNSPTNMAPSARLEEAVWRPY
# Target sequence (Q13951 whole entry, looked up): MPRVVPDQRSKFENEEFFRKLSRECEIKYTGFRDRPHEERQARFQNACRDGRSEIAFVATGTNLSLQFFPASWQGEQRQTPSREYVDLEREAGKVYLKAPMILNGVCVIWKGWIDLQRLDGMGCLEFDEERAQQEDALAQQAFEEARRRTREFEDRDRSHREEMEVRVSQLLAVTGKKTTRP
#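 Proteins preincubated together for 20 min at RT before compound addition; 15 min later, nickel and streptavidin beads were added and left 90 min prior to AlphaScreen measurement.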
# Epigenetic derep: Quantitative High-Throughput Screen for Regulators of Epigenetic Control | murine LDR cells, GFP reporter derepression, 30 h | Potency, µM (doses to about 53.9 µM), inactives show at the highest dose GFP activation, actives largely listed as activators | actives 0.2% (n = 280,000); note: potency is the fitted concentration of half-maximal effect; % of control where 0% means no effect; nearly all actives have a fitted effect of over 60% in size
#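 Reporter derepression read as number of fluorescent GFP-positive objects, 20-120 um in size, counted by laser-scanning cytometer. Mouse LDR line with an epigenetically silenced CMV-GFP locus; compound incubation 30 h, 37 C.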
# NPSR antag: qHTS Assay for Antagonists of the Neuropeptide S Receptor: cAMP Signal Transduction. CHO-NPSR cells, cAMP TR-FRET, antagonist mode. Potency, µM (titrated, usually from 38.3 µM), inactives show at the top dose activity change, negative = inhibition, most hits filed as inhibitors. actives 1% (n = 220,000); note: potency is the fitted concentration of half-maximal effect; % is set by controls: 0 for no effect and ±100 for the full control effect; nearly all actives have a fitted effect of over 50% in size; many of its hits are not listed in these tables
# LMNA splice mod: qHTS Assay for Modulators of Lamin A Splicing; AID 1487, 2009; HeLa LMNA splicing GFP/RFP minigene ratio, 48 h; Potency, µM (highest dose often 46.1 µM), without a hit: top-dose ratio change, negative = inhibition, most hits filed as inhibitors; actives 0.01% (n = 200,000); active = well fitted inhibition curve with a large enough effect in the signal ratio, with a control signal flat, not every such curve was filed as active; inconclusive = small, poorly fitted or top-dose-only effect, or effect the other way, or a change in a side signal; the % refers to the signal ratio; note: potency is the fitted concentration of half-maximal effect; % is set by controls: 0 for no effect and ±100 for the full control effect
#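 S3 HeLa stable clones carrying a lamin A-EGFP splicing minigene plus DsRed2 were seeded at 600 cells/well in Opti-MEM with 2% FBS, pin-dosed and incubated 48 h at 37°C. Acumen cytometry (488 nm) gave the GFP/RFP total-intensity ratio.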
# Luc counter: Counterscreen for Luciferase (Kinase-Glo TM) Inhibition; Luciferin 4-monooxygenase (Photuris pensylvanica), Q27757; Kinase-Glo luciferase, ATP luminescence, 8 min; Potency, µM (series often up to 38.3 µM), for the others: top-dose activity change, negative = inhibition, most hits filed as inhibitors; actives 0.28% (n = 200,000); AID 1379, 2008; note: potency is the fitted concentration of half-maximal effect; % is set by controls: 0 for no effect and ±100 for the full control effect; nearly all actives have a fitted effect of over 60% in size
#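 Light output from Kinase-Glo luciferase with luciferin and 10 uM ATP in 50 mM imidazole pH 7.2, KCl, MgCl2, Tween 20, BSA; compound pin-delivered, 8-min ambient incubation, then luminescence read.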
# HTT aggregate: qHTS Multiplex Assay to Identify Dual Action Probes in a Cell Model of Huntington: Aggregate Formation (GFP). PC12 HttQ103-GFP aggregates, Acumen cytometry, 40 h. Potency, µM (highest dose often 46.1 µM), inactives show at the top dose activity change, negative = inhibition, hits mostly inhibitors. actives 1.1% (n = 220,000); note: potency is the fitted concentration of half-maximal effect; % is set by controls: 0 for no effect and ±100 for the full control effect; nearly all actives have a fitted effect of over 60% in size
#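 PC12/HTTQ103-GFP, ecdysone-inducible; teb 100 nM; cpd qHTS titration; GFP aggregates read on laser cytometer, Ex 488/Em 500-530 nm.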
# IMPase Li cell: qHTS Assay for Identifying the Cell-Membrane Permeable IMPase Inhibitors: Potentiation with Lithium | CHO-M1 cells, IP1 TR-FRET (IP-One), carbachol + lithium | Potency, µM (highest dose often 59.4 µM), for inactives: at the top dose activity, negative = IMPase inhibition, most hits filed as inhibitors | actives 0.35% (n = 210,000);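 note: IP1 builds up when IMPase is blocked and the TR-FRET signal falls; potency is the fitted concentration of half-maximal effect; plate controls were basal vehicle for no effect and high inhibitor control for full effect; nearly all actives have a fitted effect of over 50% in size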
#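 IP1 accumulation measured by competitive TR-FRET in lysed CHO-M1 cells after 30 min compound exposure at 37C, with a small lithium addition to potentiate weak responses. Hill-equation AC50 from ratio and donor-channel data.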
# * hit, by the source's call; ? = inconclusive; / = not tested or not shown; [ ] = dose if it differs, or a comment. Unless noted, calls come from the whole dose curve; as a rule, active = well fitted curve in the direction sought with a large enough effect; inconclusive = small, poorly fitted or top-dose-only effect, or another doubt; inactive = no such curve, though single readings can be large; an effect the other way counts as inactive or inconclusive. Only part of the results is shown. The share of hits here may be higher or lower than overall.
# Short keys – A = CBFb RUNX1 block; B = Epigenetic derep; C = NPSR antag; D = LMNA splice mod; E = Luc counter; F = HTT aggregate; G = IMPase Li cell
1	CCC(CC)C(=O)Nc1ccc([N+](=O)[O-])cn1
  A = 5%; B = 0.0%; C = 9%; D = ?; E = -2%; F = -14%; G = -2%
2	COc1cc(C2SCC(=O)N2CCc2ccc(OC)c(OC)c2)ccc1O (stereo not drawn)
  A = 1%; B = 3.7%[10.1 µM]; C = -7%; D = /; E = 4%; F = 3%[9.22 µM]; G = 2%
3	O=C1CC(Cc2ccc(Cl)cc2)C(=O)N1c1ccccn1 (stereo not drawn)
  A = 4%; B = -2.1%; C = -7%[46.1 µM]; D = 1%; E = 1%; F = 6%; G = 8%[38.3 µM]
4	NCCCC[C@@H]1NC(=O)c2cc([N+](=O)[O-])cc(F)c2NCCCC[C@@H](C(N)=O)NC(=O)CNC1=O
  A = 5%[2.36 µM]; B = 0.5%; C = 4%; D = 0%; E = 0%; F = 2%; G = 8%
5	CCCN1C(=O)SC(CC(=O)Nc2ccc(C)cc2)C1=O (stereo not drawn)
  A = 8%; B = -0.8%; C = -3%[46.1 µM]; D = -7%; E = -1%; F = 21%; G = 4%
6	CC(C)(C)c1cc(=O)[nH]c(SCc2ccccc2Cl)n1
  A = 3%; B = 1.0%; C = 16%; D = /; E = 0%; F = -7%; G = 2%
7	CCCCCCCCc1nnc(NC(=O)c2ccco2)s1
  A = -1%; B = 0.7%; C = 0%[46.1 µM]; D = -7%; E = -2%; F = -6%; G = 21%[38.3 µM]
8	CC1(C)CC(=O)C2=C(C1)OC(N)=C(C#N)C2c1ccc(OC(=O)N2CCOCC2)cc1 (stereo not drawn)
  A = 12%; B = -5.5%; C = -6%[46.1 µM]; D = 2%; E = 1%; F = -1%[9.22 µM]; G = 5%[38.3 µM]
9	N#Cc1ccc(CSCC(=O)NN=C2CCCC2)cc1
  A = -5%; B = -3.5%; C = 13%; D = /; E = -3%; F = 0%; G = -1%
10	COc1cccc(CCNC(=O)c2ccc(C#N)cc2)c1
  A = 13%; B = -0.2%; C = 1%; D = /; E = /; F = -14%[9.22 µM]; G = -3%
11	CCn1c(CNC(=O)c2cccs2)n[nH]c1=S
  A = 6%; B = -1.0%; C = 3%; D = 8%; E = -6%; F = -31%; G = 0%
12	c1ccc(Nc2cccc3c(Nc4ccccc4)cccc23)cc1
  A = ?; B = -1.0%; C = -36%; D = -3%[46 µM]; E = /; F = -13%[9.22 µM]; G = /
13	NNC(=S)NCc1ccco1
  A = -1%; B = 0.0%; C = 5%; D = /; E = /; F = -7%[9.22 µM]; G = /
14	O=C(CN1C(=O)C(=O)N(Cc2ccco2)C1=O)c1c[nH]c2ccccc12
  A = -11%; B = 1.1%; C = -14%; D = 2%[46 µM]; E = /; F = -10%[9.22 µM]; G = /
15	Cc1ccccc1-n1nnnc1SCC(=O)c1c(N)n(C)c(=O)n(C)c1=O
  A = 14%; B = 0.0%; C = 2%; D = 6%[46 µM]; E = /; F = 2%[9.22 µM]; G = /
16	CCOC(=O)C1=C(C)NC(=S)NC1c1ccc(-c2ccc(Cl)cc2)o1 (stereo not drawn)
  A = 0%; B = 1.0%; C = -37%; D = ?; E = 1%; F = ?; G = -4%
17	COc1ccc(CC(=O)Nc2ccc(-c3noc(COc4ccccc4C)n3)cc2)cc1
  A = 2%; B = 0.4%; C = 1%[46.1 µM]; D = 13%; E = 2%; F = 13%; G = 3%[38.3 µM]
18	Cc1ccc(C2=NC3(CCCC3)N=C2SCC(=O)Nc2ccc3c(c2)OCCO3)cc1
  A = 5%[2.36 µM]; B = -1.1%; C = -21%; D = ?; E = -2%; F = 13%; G = 20%
19	Cc1c(C(=O)Nc2ccc(Cl)cc2)c2ccccn2c1C(=O)c1ccc([N+](=O)[O-])cc1
  A = -4%; B = -0.2%; C = -19%[46.1 µM]; D = 7%; E = -3%; F = 13%; G = 26%[38.3 µM]
20	COc1ccc(CCNC(=O)Cn2c(=O)n(-c3ccc(F)cc3F)c(=O)c3sccc32)cc1OC
  A = -3%; B = 1.6%; C = -12%; D = /; E = -1%; F = -3%; G = -4%
21	CCOC(=O)c1cn(-c2ccccc2)nc1-c1cccnc1
  A = -2%; B = -2.2%; C = -24%; D = -3%; E = 2%; F = 2%; G = 13%
22	Cc1ccc(/C=C/C(=O)NC2CCS(=O)(=O)C2)cc1 (stereo not drawn)
  A = 8%; B = -1.0%; C = 16%; D = /; E = 5%; F = -15%; G = -4%
23	CN(CC(=O)Nc1cc(S(=O)(=O)N2CCOCC2)ccc1Cl)C1CCS(=O)(=O)C1 (stereo not drawn)
  A = -8%; B = 1.3%; C = 1%; D = ?; E = 3%; F = -11%; G = -4%
24	COc1ccc(N2C(=O)C(CC(N)=O)N(NC(=O)CCc3ccccc3)C2=O)cc1 (stereo not drawn)
  A = 4%; B = -1.1%; C = 15%; D = /; E = -2%; F = 11%; G = 2%
25	Cc1ccc(-c2csc(NC(=O)c3ccno3)n2)cc1
  A = -13%; B = 1.0%; C = -17%[46.1 µM]; D = 1%; E = 4%; F = 20%[9.22 µM]; G = 19%[38.3 µM]
26	C/C(=N\NC(N)=O)c1ccccc1Cl
  A = -14%; B = 0.0%; C = -18%; D = /; E = /; F = 8%[9.22 µM]; G = /
27	O=C(CCN1C(=O)c2cccc([N+](=O)[O-])c2C1=O)Nc1nccs1
  A = 6%; B = -0.6%; C = 8%; D = -9%[46 µM]; E = 0%; F = -4%; G = -2%
28	Cc1ccc(C(=O)N/C(=C/c2ccc(F)cc2)C(=O)NCc2ccncc2)cc1
  A = 21%; B = 0.0%; C = 16%; D = -10%; E = 2%; F = 5%; G = -2%
29	Cc1nn(Cc2cccc(C(=O)NN)c2)c(C)c1Cl
  A = 1%; B = -1.0%; C = -10%; D = /; E = /; F = -2%[9.22 µM]; G = /
30	O=C(CC1Nc2ccccc2NC1=O)NCCCN1CCCCCC1 (stereo not drawn)
  A = 14%; B = -0.9%; C = -11%[46.1 µM]; D = -4%; E = -4%; F = 16%; G = 12%[38.3 µM]
31	CC(C)Oc1ccc(-c2nn(-c3ccccc3)cc2/C=c2\sc3ncnn3c2=O)cc1
  A = 10%; B = 0.0%; C = -17%[46.1 µM]; D = 19%; E = 1%; F = 6%; G = ?

# Copied from above: nos. 17–22
# Short keys – A = CBFb RUNX1 block; B = Epigenetic derep; C = NPSR antag; D = LMNA splice mod; E = Luc counter; F = HTT aggregate; G = IMPase Li cell
17	COc1ccc(CC(=O)Nc2ccc(-c3noc(COc4ccccc4C)n3)cc2)cc1
  A = 2%; B = 0.4%; C = 1%[46.1 µM]; D = 13%; E = 2%; F = 13%; G = 3%[38.3 µM]
18	Cc1ccc(C2=NC3(CCCC3)N=C2SCC(=O)Nc2ccc3c(c2)OCCO3)cc1
  A = 5%[2.36 µM]; B = -1.1%; C = -21%; D = ?; E = -2%; F = 13%; G = 20%
19	Cc1c(C(=O)Nc2ccc(Cl)cc2)c2ccccn2c1C(=O)c1ccc([N+](=O)[O-])cc1
  A = -4%; B = -0.2%; C = -19%[46.1 µM]; D = 7%; E = -3%; F = 13%; G = 26%[38.3 µM]
20	COc1ccc(CCNC(=O)Cn2c(=O)n(-c3ccc(F)cc3F)c(=O)c3sccc32)cc1OC
  A = -3%; B = 1.6%; C = -12%; D = /; E = -1%; F = -3%; G = -4%
21	CCOC(=O)c1cn(-c2ccccc2)nc1-c1cccnc1
  A = -2%; B = -2.2%; C = -24%; D = -3%; E = 2%; F = 2%; G = 13%
22	Cc1ccc(/C=C/C(=O)NC2CCS(=O)(=O)C2)cc1 (stereo not drawn)
  A = 8%; B = -1.0%; C = 16%; D = /; E = 5%; F = -15%; G = -4%

# Screening data: PubChem BioAssay, National Center for Advancing Translational Sciences (NCATS)
